FXIa inh 1536 – human FXIa protease inhibitors, primary screen, biochemical, 1536-well; purified FXIa, Boc-Glu-Ala-Arg-AMC fluorogenic substrate; inhibition, % at 5 µM; hit rate 0.14% among 220,000;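 active = inhibition of at least 40%; inactive = inhibition below 40%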;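 note: fluorescence of freed AMC excited at 355 nm; 0% = enzyme without compound and 100% = no enzyme blank; many of its hits are not listed in these tables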
Hck Nef HTS – inhibitors of Nef-activated human Hck kinase, primary screen, biochemical, Z-Lyte FRET, 384-well, Hck-YEEI; Tyrosine-protein kinase HCK (Homo sapiens), P08631; Recombinant Hck-YEEI plus Nef, Z-Lyte FRET kinase assay; inhibition, % at 20 µM; hit rate 0.68% among 220,000; AID 463187, 2010;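 active = Hck-Nef kinase inhibition above about 50%, limit read from the data; inactive = inhibition below that limit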;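 note: 0% = DMSO with Hck plus Nef and 100% = Hck alone without Nef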
Thrombin inh – human alpha-thrombin inhibitors, primary screen, counter-screen for coagulation protease inhibitor project, biochemical, 1536-well, fluorogenic AMC substrate. inhibition, % at 5 µM. Boc-VPR-AMC fluorogenic substrate cleavage. hit rate 0.26% among 220,000. AID 1046, 2008. Prothrombin (Homo sapiens), P00734;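 active = inhibition at or above 40%; inactive = inhibition below 40%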;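 note: 0% = enzyme with no compound and 100% = wells without enzyme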
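Test system: human alpha-thrombin protein / Dosing: one concentration per compound, 5 µM, with 0.2% DMSO / Medium: pH 7.5 Tris-saline with Tween 20 / Benchmarks: no-compound enzyme wells and no-enzyme blanks / Read-out basis: percent inhibition of thrombin substrate cleavage / Timing: reaction at room temperature / Measured by: fluorescence, ex 355 nm, em 460 nm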
Runt-CBFb FRET – inhibitors of RUNX1 Runt–CBFb binding, primary screen, biochemical, FRET, Cerulean-Runt, Venus-CBFb, uHTS; Cerulean-Runt/Venus-CBFb FRET ratio 530/480, 1 h; inhibition, % at 20 µM; hit rate 0.46% among 220,000; Runt-related transcription factor 1 (Homo sapiens) + Core-binding factor subunit beta …;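 active = inhibition over about 50% at 20 µM in the single-dose screen, limit read from the data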;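 note: 0% = DMSO wells and 100% = excess unlabeled CBFb competitor control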
Target sequence (Q01196 whole entry, looked up): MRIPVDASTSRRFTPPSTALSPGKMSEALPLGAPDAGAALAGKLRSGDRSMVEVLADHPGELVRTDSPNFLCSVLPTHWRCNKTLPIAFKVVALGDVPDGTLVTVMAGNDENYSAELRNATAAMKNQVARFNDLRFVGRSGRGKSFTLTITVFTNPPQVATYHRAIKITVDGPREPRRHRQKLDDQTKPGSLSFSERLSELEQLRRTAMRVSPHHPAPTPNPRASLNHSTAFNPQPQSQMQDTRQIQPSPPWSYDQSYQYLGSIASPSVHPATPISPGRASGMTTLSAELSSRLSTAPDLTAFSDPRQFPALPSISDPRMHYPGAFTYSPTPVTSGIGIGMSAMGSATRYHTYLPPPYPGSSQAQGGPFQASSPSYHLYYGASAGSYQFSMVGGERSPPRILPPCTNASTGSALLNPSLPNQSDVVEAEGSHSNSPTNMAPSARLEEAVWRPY
Target sequence (Q13951 whole entry, looked up): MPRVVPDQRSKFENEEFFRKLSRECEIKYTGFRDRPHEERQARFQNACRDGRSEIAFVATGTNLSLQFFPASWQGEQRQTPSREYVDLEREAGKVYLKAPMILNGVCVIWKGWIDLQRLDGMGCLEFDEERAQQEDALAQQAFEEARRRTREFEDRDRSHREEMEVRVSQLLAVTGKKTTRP
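Schedule: protein complex preformed 1 h, compound exposure 1 h, room temperature, dark; test system: Cerulean-labeled Runt domain protein; amount: 100 nM per protein; buffer or medium: Tris 50 mM pH 7.5, KCl, K2SO4, 0.01% BSA; read-out: loss of energy transfer signal; detection: FRET fluorescence; controls: 5 µM unlabeled CBFb as full-inhibition high control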
Wee1 stabilizer – Wee1 degradation inhibitors, primary screen, cell-based, HeLa, Wee1K328M-luciferase, luminescence. reporter increase, % at 5 µM. Wee1-like protein kinase (Homo sapiens), P30291. hit rate 1.2% among 220,000. HeLa Luc-Wee1K328M stability; 100% = proteasome inhibitor MG132 effect;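 active = activation above the mean of all tested compounds plus 3 SD, set per screening run, cut at about 8.8% in these data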;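 note: cells exposed to compound for 20 h before luminescence read; 0% = DMSO alone and 100% = MG132 at 30 µM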
FXIIa inh – human FXIIa protease inhibitors, primary screen, biochemical, 1536-well. Coagulation factor XII (Homo sapiens), P00748. purified FXIIa, Boc-QGR-AMC fluorogenic substrate, 2 h. inhibition, % at 5 µM. hit rate 0.3% among 220,000. AID 800, 2007; in the data active = inhibition above about 40%;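 note: 0% = enzyme with no compound and 100% = blank without enzyme; many of its hits are not listed in these tables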
hK5 inh – human KLK5 protease inhibitors, primary screen, biochemical, 1536-well. hit rate 0.59% among 210,000. Kallikrein-5 (Homo sapiens), Q9Y337. recombinant hK5, fluorogenic AMC substrate cleavage. inhibition, % at 5 µM;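 active = inhibition of 40% or more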;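 note: 0% = enzyme controls without compound and 100% = no-enzyme blanks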
Target sequence (Q9Y337 67-293 limits assumed): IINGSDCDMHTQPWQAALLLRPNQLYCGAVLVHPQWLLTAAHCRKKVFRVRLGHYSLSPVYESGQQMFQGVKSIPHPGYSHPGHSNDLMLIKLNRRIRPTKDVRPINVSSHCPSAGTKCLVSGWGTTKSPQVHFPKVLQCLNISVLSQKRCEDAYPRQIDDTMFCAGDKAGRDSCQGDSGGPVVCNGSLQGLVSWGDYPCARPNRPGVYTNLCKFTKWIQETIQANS
14-3-3 Bad PPI – inhibitors of 14-3-3 zeta/Bad binding, primary screen, biochemical, TR-FRET, bovine 14-3-3 zeta | TR-FRET 14-3-3zeta/Dy647-pBad peptide displacement, 1 h | inhibition, % at 21.7 µM | hit rate 0.71% among 220,000 | AID 781, 2007;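 active = inhibition above about 70%, limit read from the data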;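 note: 0% = full 14-3-3 plus peptide FRET controls and 100% = background without 14-3-3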
Runt-SMMHC FRET – inhibitors of RUNX1 Runt–CBFb-SMMHC binding, primary screen, biochemical, FRET, Cerulean-Runt, Venus-CBFb-SMMHC, uHTS. Runt-related transcription factor 1 (Homo sapiens) + Core-binding factor subunit beta …. Cerulean-Runt/Venus-CBFb-SMMHC FRET ratio 530/480, 1 h. inhibition, % at 20 µM. hit rate 0.74% among 220,000;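 active = mean inhibition across duplicate retests at 20 µM reaching about 50%, limit read from the data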;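 note: 0% = DMSO wells and 100% = wells with excess untagged CBFb-SMMHC; inhibitors lower the FRET ratio by blocking Runt binding to CBFb-SMMHC; some results filed as inactive read as strong as hits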
* = called active by the depositor; · = no result given; [ ] = remark or other dose.

SMILES	FXIa inh 1536	Hck Nef HTS	Thrombin inh	Runt-CBFb FRET	Wee1 stabilizer	FXIIa inh	hK5 inh	14-3-3 Bad PPI	Runt-SMMHC FRET
O=C(COC(=O)[C@H](Cc1ccccc1)NC(=O)c1ccco1)NC(c1ccccc1)c1ccccc1	-11	-18	-4	-1	5	-10	-9	-7	-2
C=CCc1cccc(/C=N/NC(=O)CCC(=O)Nc2ccc(F)cc2)c1O	2	2	-1	2	-1	13	-11	-40	4
Cc1cc([N+](=O)[O-])nn1CC(=O)Nc1cc(F)ccc1F	-5	11	2	2	3	6	-11	2	-2
CN(C)S(=O)(=O)c1cccc(-c2csc(N/N=C/c3ccco3)n2)c1	5	6	-7	14	-1	4	2	-1	-11
CCCCN1CCc2c([nH]c3ccc(C)cc23)C1=O	2	-6	-4	0	-1	22	-10	2[fluorescence artefact?]	1
Cc1ccc2nc(C3CCCN3Cc3nc(CCC(C)C)no3)[nH]c2c1 (centres undefined)	-3	10	-3	-2	-3	7	·	-8	-5
O=C(CN1CCc2ccccc21)NN1CC(=O)N(c2ccccc2)CC1=O	-9	-2	-6	1	1	2	10	-5	0
CCOc1ccccc1Nc1nnc(SCC(=O)Nc2ccc3[nH]c(=O)[nH]c3c2)s1	-2	29	3	1	2	0	-17	-4	-7
Cc1cc(C(=O)NCC(=O)OCC(=O)Nc2ccc(OC(F)F)cc2)ccc1[N+](=O)[O-]	6	4	-3	-1	1	6	-11	-9[fluorescence artefact?]	6
O=c1oc2ccccc2c(N2CCC(c3ccccc3)CC2)c1[N+](=O)[O-]	0	1	-6	0	-2	7	14	-3	0
CCc1cc(=O)oc2c(C)c(OCC(=O)N3CCCc4ccccc43)ccc12	22	3	-9	-2	-3	8	-41	10	0
c1ccc(-c2ccccc2OCCOCCN2CCCCC2)cc1	7	2	2	-1	1	3	-5	5[fluorescence artefact?]	-2
COc1cc(/C=N/NC(=O)c2nonc2N)cc(OC)c1OC	-3	-8	-7	2	-1	7	-4	2	-2
Cc1cc(Cl)ccc1OCC(=O)N/N=C1\CC2C=CCC12 (centres undefined)	1	-2	-4	-3	-4	4	-12	1	4
COc1ccc(C(=O)NCC(=O)N/N=C(C)\C=C\c2ccccc2)cc1OC	-2	12	-3	-4	-1	4	·	-3	2
CC(C)(NO)/C(=N\O)c1ccccc1	3	1	-19	-1	1	2	-1	-17	-3
CCCc1nc(SCC(=O)c2ccccc2)c2c(=O)n(C)c(=O)n(C)c2n1	3	10	2	-3	-3	12	-5	8[fluorescence artefact?]	4
COc1ccc(C(=O)O)cc1S(=O)(=O)N(CCc1ccccc1)Cc1ccccc1	2	-21	2	-2	-1	7	1	2	-4
O=C1NC(=O)C(c2cn(-c3ccccc3)nc2-c2ccc(F)cc2)N1 (centres undefined)	1	7	-12	0	1	2	-2	-11	4
O=C(NCc1cccnc1)c1ccc(=O)oc1	6	-20	5	-2	0	7	-5	3	0
CCOC(=O)c1c(NCC(C)C)c2ccccc2[nH]c1=O	0	6	3	0	2	2	-19	8	-4
CC(C)c1ccccc1NC(=O)c1ccccc1NC(=O)C1CCCCC1	8	2	-4	0	1	8	-22	-2[fluorescence artefact?]	0
C[C@H](NC(=O)OCc1ccccc1)C(=O)NNC(=O)[C@H](C)NC(=O)OCc1ccccc1	-2	22	-8	1	·	1	-3	-2	0
Cc1ccc(Cn2c(=O)c3c(nc4n3CCCN4Cc3ccccc3)n(C)c2=O)cc1	5	3	-5	-2	1	15	-13	-27	-1
COCCCNC(=O)c1cccs1	2	-22	-1	-1	1	14	-6	-10	-4
CC(C)NC(=O)Cn1c(=O)c2c(ncn2Cc2ccccc2)n(Cc2ccccc2)c1=O	4	3	-2	-1	3	12	-2	-2	1
O=C(N/C(=C/c1ccco1)C(=O)N1CCCCC1)c1cccs1	15	1	-6	1	-2	18	-25	0	-6
COc1ccc(-n2nc3c(c2NC(=O)C2CC2)CS(=O)C3)cc1 (centres undefined)	0	1	-2	-1	0	2	-18	11	2
Cc1ccccc1C(=O)N1CCN(c2ccc(NC(=O)CSc3ccc(Cl)cc3)cc2)CC1	1	0	-1	1	-3	7	-20	-12	-1
CO/N=C(\CS(=O)(=O)Cc1ccc(OC)cc1)c1ccc(Cl)cc1	-1	2	-2	-3	-2	12	0	0	0
CCOC(=O)C1=C(C)NC2=C(C(=O)CCC2)C1c1cn(Cc2ccc(Cl)cc2Cl)nc1-c1ccccc1 (centres undefined)	6	29	1	6	0	8	2	4	32
COc1ccc(Cc2n[nH]c(=S)n2C)cc1Br	-2	23	11	0	-2	5	-4	-16	8
CCOc1ccc2oc(-c3ccccc3)c(C(=O)N3CCN(CCO)CC3)c2c1	4	13	1	0	6	1	5	31[fluorescence artefact?]	1
CCOC(=O)C(=O)NC(C)CCc1ccccc1 (centres undefined)	-3	6	-6	1	-1	6	-11	-7	0
COc1ccccc1C(=O)NCC(=O)N/N=C/c1cc(Br)ccc1OC(=O)/C=C\c1ccco1	1	-1	2	13	1	11	-14	3	9
Cc1ccc(-c2nc3sc(C(N)=O)c(N)c3c3c2CCCC3)cc1	6	1	-1	1	-3	3	-7	-12[fluorescence artefact?]	14
CCCCN(C)C(=O)c1cn(CC)c2nc(C)ccc2c1=O	-4	0	-10	-1	-2	-23	-4	8	1
CC1OC(Nc2cccc3ccccc23)C(O)C(O)C1O (centres undefined)	1	3	1	-1	2	7	-12	-8	0
Cc1cccc(-c2noc(CN(C(=O)CCc3ccccc3)C(C)C)n2)c1	-4	-4	-4	-3	-2	3	-1	6	-2
CN(C)c1ccc(/C=N/NC(=O)c2ccc(CN3CCOCC3)cc2)cc1Br	-3	22	-8	0	-1	2	4	13	-1
COc1ccc(CCNC(=S)Nc2cc(C)cc(C)c2)cc1	-8	-1	-8	1	-1	4	-11	1	0
O=C(N/N=C/c1cccc(F)c1)c1csc2c1CCCC2	4	1	4	-2	9	7	-12	-11	-1
COCc1cc(=O)oc2cc(NS(=O)(=O)c3ccc(C)cc3)ccc12	-14	4	-1	59*	5	-17	-10	23	80*
CS(=O)(=O)N1CCC(c2noc(-c3ccc(C(F)(F)F)cc3)n2)CC1	11	-3	-4	-4	-2	28	-7	9	-3
Cc1cc(C)cc(Oc2coc3cc(OC(=O)c4cccs4)ccc3c2=O)c1	8	3	-2	·	-3	3	6	1	1
O=C(NCCc1cn2ccsc2n1)c1cccs1	6	1	2	1	1	9	1	-4	7
CCCS(=O)(=O)NCc1ccc2c(c1)cc(C)n2C	-2	-5	-5	-7	-1	6	13	-3	-4
COC(=O)c1ccccc1OCCN1CCCCCC1	-3	-1	-4	0	4	3	-7	5	-3
Cc1ccc(S(=O)(=O)N/N=C/C(C)(C)CO)cc1	-2	1	-2	0	2	9	-21	-7	-3
CC(C)C(=O)N1CCN(c2ccc(NC(=O)c3ccc4c(c3)OCCO4)cc2Cl)CC1	-11	2	-4	-3	3	5	-23	-1	-3
(next part)
SMILES	FXIa inh 1536	Hck Nef HTS	Thrombin inh	Runt-CBFb FRET	Wee1 stabilizer	FXIIa inh	hK5 inh	14-3-3 Bad PPI	Runt-SMMHC FRET
CN(Cc1nc(-c2cccnc2)no1)S(=O)(=O)c1ccccc1	-10	0	1	-1	-2	-9	-22	1	-2
Cc1cc(C(=O)NCC2COc3ccccc3O2)c2ccccc2n1 (centres undefined)	-8	18	-14	-2	-1	10	1	-2	-3
CN(C)c1ccc(/C=[N+](\[O-])C(C)(C)/C=N/O)cc1	9	4	15	0	4	21	7	3	-1
CCCCC(CCCCl)C(=O)Nc1ccccc1 (centres undefined)	-1	-7	-3	-1	0	5	-4	4	1
O=C(NCc1ccco1)/C(=C/c1cccnc1)NC(=O)c1cccc(Br)c1	4	-1	-2	1	-2	15	6	77*[fluorescence artefact?]	2
FC(F)(F)c1cccc(N2CCN(C(=S)NC3CCCC3)CC2)c1	14	1	-4	0	0	18	-33	-2	0
Cc1ccc2c(CC(=O)Nc3nc(C)cs3)coc2c1	3	-1	-2	-1	-1	3	-4	-1[fluorescence artefact?]	-2
O=C(Cn1ccc2ccccc2c1=O)N1CCN(Cc2ccc3c(c2)OCO3)CC1	-5	1	2	-2	-3	-4	-6	-10	0
Cc1nn2cc(-c3ccccc3)nc2s1	1	3	3	-1	7	17	14	-9	2
COc1cccc(C(=O)Oc2cc(C)[nH]c(=O)c2[N+](=O)[O-])c1OC	19	-3	2	1	-2	17	11	34	3
CC12CCC(C(=O)O)(c3nc(C#N)c(C#N)nc31)C2(C)C (centres undefined)	-4	-1	-5	2	0	6	-16	8	-2
CC12CCCCN1CCCc1c2[nH]c2ccccc12 (centres undefined)	-1	0	-5	-5	2	-8	10	-2	-13
CCOC(=O)c1[nH]c2ccc(OC)cc2c1NC(=O)CCN1CCC(C)CC1	7	-1	1	-13	4	17	-10	·	2
COc1cccc(NC(=O)CSc2nccn2-c2cccc(OC)c2)c1	-1	1	-1	-1	1	7	-1	1	2
COc1ccc(N=Nc2nc(-c3ccccc3)c(-c3ccccc3)[nH]2)cc1	1	-1	-1	-15	0	9	-3	-2	-15
Nc1nnc(SCC(=O)OCC(=O)Nc2ccccc2F)s1	-2	21	-14	0	-2	4	-2	-5	2
Cc1c2cnn(CC(=O)Nc3c(F)c(F)cc(F)c3F)c(=O)c2c(C)n1Cc1ccccc1F	-8	52*	4	-9	2	-2	-8	17	-11
CSc1nc2c(c(=O)[nH]1)C(c1ccc(F)cc1)CC(=O)N2 (centres undefined)	-5	7	-13	0	-2	5	7	5	0

An excerpt from above in order of their number in FXIIa inh, high to low:
SMILES	FXIIa inh
CCOC(=O)c1[nH]c2ccc(OC)cc2c1NC(=O)CCN1CCC(C)CC1	17
COc1ccc(N=Nc2nc(-c3ccccc3)c(-c3ccccc3)[nH]2)cc1	9
COc1cccc(NC(=O)CSc2nccn2-c2cccc(OC)c2)c1	7
Cc1c2cnn(CC(=O)Nc3c(F)c(F)cc(F)c3F)c(=O)c2c(C)n1Cc1ccccc1F	-2

Screening data (PubChem)
